Compound activity (PubChem BioAssay)
TbMetRS inhib = blocks T. brucei methionyl-tRNA synthetase activity | purified T. brucei MetRS, ATP depletion, Kinase-Glo luminescence | inhibition, % at 11.9 µM | 0.4% of 360,000 active | AID 624268;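 active = inhibition above a per-plate cutoff of the control wells' mean inhibition plus 3 SD, cut at about 5.5% in these data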;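 note: 0% = DMSO wells median and 100% = median of wells with control inhibitor compound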
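Assay system: T. brucei methionyl-tRNA synthetase, purified | Medium: HEPES buffer with MgCl2, KCl, DTT, spermine, BSA, pyrophosphatase | Compound: 11.9 µM single point | Incubation: 15 min enzyme-compound preincubation, 2 h reaction, 10 min detection, 25 °C | Measured by: Kinase-Glo luciferase luminescence reporting remaining unconsumed ATP | Measure: % inhibition normalized to control-well medians | Replication: Singlicate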
DNMT1 block = blocks human DNA methyltransferase DNMT1; AID 588458; DNMT1 molecular beacon, Hinp1I cleavage, fluorescence; P26358; 0.83% of 360,000 active; inhibition (reported as % activation of signal), % at 10 µM; in the data active = inhibition above about 50%
NadD inh = inhibitors of Staphylococcus aureus NadD | AID 602399 | purified NadD enzyme, colorimetric absorbance read-out | inhibition, % at 20 µM | 0.78% of 360,000 active; in the data active = inhibition above about 26%; note: some compounds past the cut are filed as inactive
Rpn11 inh = inhibitors of human proteasome Rpn11 | 0.59% of 360,000 active | calls only at 20 µM | O00487 | human 26S proteasome, Ub4-pepOG fluorescence polarization; 20S core pre-blocked with epoxomicin;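 active = inhibition at 20 µM, scaled to each plate's controls, above about 33%, limit read from the data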
Target sequence (O00487 whole entry, looked up): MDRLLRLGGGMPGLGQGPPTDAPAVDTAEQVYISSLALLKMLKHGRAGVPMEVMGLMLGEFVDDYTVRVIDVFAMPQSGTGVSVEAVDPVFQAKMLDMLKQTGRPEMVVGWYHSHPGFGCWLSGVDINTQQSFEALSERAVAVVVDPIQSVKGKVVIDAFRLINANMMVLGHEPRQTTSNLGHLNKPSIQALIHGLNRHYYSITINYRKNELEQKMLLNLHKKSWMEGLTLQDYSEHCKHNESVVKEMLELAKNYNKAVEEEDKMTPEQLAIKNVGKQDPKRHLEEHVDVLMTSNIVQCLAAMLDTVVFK
CSN deneddyl inh = inhibitors of human CSN-mediated cullin deneddylation | 0.38% of 360,000 active | inhibition, % at 12.5 µM | Purified CSN, SCF-Nedd8-OG deneddylation, fluorescence polarization;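 active = pattern-corrected inhibition above about 35%, with an unprinted fluorescence ratio check between 0.5 and 1.5, limit read from the data, passing the limit was not always enough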;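 note: 0% = enzyme with substrate and 100% = substrate without enzyme; some results filed as inactive read as strong as hits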
Target sequence (Q92905 whole entry, looked up, one chain of several): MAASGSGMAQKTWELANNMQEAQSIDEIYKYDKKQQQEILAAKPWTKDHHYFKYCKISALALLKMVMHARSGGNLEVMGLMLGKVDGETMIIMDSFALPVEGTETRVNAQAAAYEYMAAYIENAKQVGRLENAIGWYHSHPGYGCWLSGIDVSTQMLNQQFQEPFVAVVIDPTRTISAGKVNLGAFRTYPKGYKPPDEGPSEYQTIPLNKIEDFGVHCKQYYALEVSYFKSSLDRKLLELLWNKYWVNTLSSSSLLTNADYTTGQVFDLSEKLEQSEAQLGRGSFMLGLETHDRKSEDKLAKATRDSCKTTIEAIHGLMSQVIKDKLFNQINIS
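Test system: Human Csn5 produced in HEK293T cells | Compound: 12.5 µM single point | Times: 90 min, room temperature | Signal: Fluorescence polarization readout | Read-out basis: % inhibition of substrate cleavage by Csn5 | Controls: no-enzyme wells high, enzyme-with-substrate wells low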
MsrA inhibitor = inhibits bovine methionine sulfoxide reductase A; inhibition, % at 15.5 µM; purified bovine MsrA, absorbance read-out; 0.75% of 360,000 active; in the data active = inhibition above about 4.5%;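 note: 0% = vehicle wells with enzyme and 100% = reference inhibitor wells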
STEP inh = STEP (human) phosphatase inhibition; 0.25% of 360,000 active; recombinant STEP, OMFP fluorogenic substrate, fluorescence; AID 588621; inhibition, % at 20 µM; P54829;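 active = inhibition at 20 µM, scaled per plate between control wells, above about 37%, limit read from the data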;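 note: 0% = DMSO with enzyme and substrate and 100% = substrate only without enzyme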
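Material: STEP (striatal-enriched tyrosine phosphatase) enzyme, cell-free | Medium: 50 mM Bis-Tris pH 6.0 with 2.5 mM DTT and 0.005% Tween 20 | Read-out: Percent inhibition scaled to no-enzyme and uninhibited-enzyme controls, plate-pattern corrected | Signal: Fluorescence read at 480 nm ex / 540 nm em | Times: 20 min reaction, room temperature, in the dark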
LMPTP inh = LMPTP (human) inhibition; P24666; recombinant LMPTP-A, OMFP fluorogenic substrate, fluorescence intensity; inhibition, % at 20 µM; 0.22% of 360,000 active; AID 651560;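 active = compounds that cut the enzyme signal by at least half of the control window in the single-dose screen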;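 note: plate controls were DMSO wells with enzyme plus substrate for no effect and substrate without enzyme for full effect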
Target sequence (P24666 whole entry, looked up): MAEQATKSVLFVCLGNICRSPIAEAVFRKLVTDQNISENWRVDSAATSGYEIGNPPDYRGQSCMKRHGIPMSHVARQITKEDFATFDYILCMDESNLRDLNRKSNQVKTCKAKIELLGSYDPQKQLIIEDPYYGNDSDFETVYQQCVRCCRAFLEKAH
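Assay system: LMPTP-A, protein tyrosine phosphatase of low molecular weight / Medium: pH 6.0 Bis-Tris buffer with DTT and Triton X-100 / Schedule: 50 min enzyme reaction at room temperature, protected from light / Measured by: endpoint fluorescence intensity from OMFP dephosphorylation / Read-out basis: % inhibition relative to no-enzyme and uninhibited control wells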
Scp1 inh = blocks human Scp-1 phosphatase activity; Q9GZU7; Recombinant Scp1, phosphopeptide, malachite green phosphate absorbance; inhibition, % at 20 µM; 0.88% of 340,000 active;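 active = inhibition above about 50% at 20 µM, limit read from the data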;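 note: plate controls were DMSO wells with enzyme for no effect and wells lacking enzyme for full effect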
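Test system: SCP-1 phosphatase catalytic domain, residues 76-261 | Compound dosing: One concentration, 20 µM, with 1.0% DMSO | Schedule: 45 min room-temperature reaction, 5 min colour, 30 min stabiliser | Detection: Absorbance at 630 nm | Read-out basis: % inhibition of SCP-1 phosphate liberation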
SUMO1 PPI mod = SUMO1-SIM interaction modulation | SUMO1 binding to a labelled peptide, TR-FRET, 1 h | inhibition, % at 20 µM | 0.33% of 360,000 active | AID 602429; in the data active = inhibition above about 37%
Target sequence (P63165 whole entry, looked up): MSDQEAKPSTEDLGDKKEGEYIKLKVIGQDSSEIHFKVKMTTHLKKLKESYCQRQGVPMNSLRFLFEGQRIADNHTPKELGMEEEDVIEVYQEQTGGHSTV
* = called active by the depositor; i = inactive; . = no result given. This is a random part of the collection; any-hit rate near 3.9%.

SMILES	TbMetRS inhib	DNMT1 block	NadD inh	Rpn11 inh	CSN deneddyl inh	MsrA inhibitor	STEP inh	LMPTP inh	Scp1 inh	SUMO1 PPI mod
CN(C)S(=O)(=O)c1ccc(C(=O)Nc2cc(S(=O)(=O)Nc3ccccc3Cl)ccc2N2CCCCC2)cc1	-1.4	-7	29*	i	4	0.8	0	1.0	5	5
COc1ccc(N=C2S/C(=C\c3ccc(OCC(=O)O)cc3)C(=O)N2CCc2c[nH]c3ccccc23)cc1	0.0	-21	29	i	36*	2.7	96*	40	21	98*
CCC(C)n1c(SCC(=O)NC2CCS(=O)(=O)C2)nc2ccccc2c1=O (configuration not stated)	-0.5	1	2	i	-7	-2.4	0	-0.3	2	2
CC1(C)CC(NS(=O)(=O)c2ccc3ccccc3c2)CC(C)(C)N1	-1.2	1	-3	i	5	-0.6	-2	0.0	4	-1
O=C(/C=C/c1ccc(Cl)cc1)OCC(=O)c1ccc[nH]1	-0.3	0	2	i	4	1.0	-1	-0.6	-16	0
CCN(CC(=O)NCc1cccs1)S(=O)(=O)c1ccccc1Cl	-0.4	2	1	i	-2	-1.6	0	-0.8	-5	1
COc1ccc(N2C(=O)N[C@@H](Cc3ccccc3)C2=O)cc1OC	-1.1	1	8	i	2	0.5	-2	0.8	-4	2
O=C(N/N=C/c1ccc[nH]1)c1ccc(Cl)cc1	0.0	9	3	i	-9	2.8	2	-0.7	-2	-3
COc1ccccc1C(=O)NCC(=O)OCCCOC(=O)CNC(=O)c1ccccc1OC	-0.3	3	-4	i	-5	0.1	0	-0.8	-9	-1
CCn1c(=O)n(CCOC)c(=O)c2c3c(sc21)CCCC3	-0.4	-3	3	i	-2	-1.7	-3	-2.0	-4	2
Cc1cccc(CC2CC(=O)N(c3ncccn3)C2=O)c1 (configuration not stated)	-0.8	3	0	i	-5	1.5	-1	-0.8	1	1
CC(=O)N1CCCc2cc(S(=O)(=O)N3CCCC(C(=O)NCc4ccccc4Cl)C3)ccc21 (configuration not stated)	-0.2	1	6	i	2	-0.4	-3	-0.4	-5	1

Rewritten with bars between the fields: part of the list above
Compound | TbMetRS inhib | DNMT1 block | NadD inh | Rpn11 inh | CSN deneddyl inh | MsrA inhibitor | STEP inh | LMPTP inh | Scp1 inh | SUMO1 PPI mod
CCn1c(=O)n(CCOC)c(=O)c2c3c(sc21)CCCC3 | -0.4 | -3 | 3 | i | -2 | -1.7 | -3 | -2.0 | -4 | 2
Cc1cccc(CC2CC(=O)N(c3ncccn3)C2=O)c1 (configuration not stated) | -0.8 | 3 | 0 | i | -5 | 1.5 | -1 | -0.8 | 1 | 1

Five compounds from above, reduced to DNMT1 block, Scp1 inh and LMPTP inh:
| compound | DNMT1 block | Scp1 inh | LMPTP inh |
| --- | --- | --- | --- |
| O=C(/C=C/c1ccc(Cl)cc1)OCC(=O)c1ccc[nH]1 | 0 | -16 | -0.6 |
| CCN(CC(=O)NCc1cccs1)S(=O)(=O)c1ccccc1Cl | 2 | -5 | -0.8 |
| COc1ccc(N2C(=O)N[C@@H](Cc3ccccc3)C2=O)cc1OC | 1 | -4 | 0.8 |
| O=C(N/N=C/c1ccc[nH]1)c1ccc(Cl)cc1 | 9 | -2 | -0.7 |
| COc1ccccc1C(=O)NCC(=O)OCCCOC(=O)CNC(=O)c1ccccc1OC | 3 | -9 | -0.8 |

(listing goes on)
SMILES	TbMetRS inhib	DNMT1 block	NadD inh	Rpn11 inh	CSN deneddyl inh	MsrA inhibitor	STEP inh	LMPTP inh	Scp1 inh	SUMO1 PPI mod
CC(=O)NC(CC(C)C)C(=O)NC(Cc1ccccc1)C(=O)CCl (configuration not stated)	-0.4	1	2	i	1	-0.1	-2	-2.2	2	2
O=C(Cn1ccc2ccccc2c1=O)NCC(=O)N1CCN(c2ccccc2F)CC1	1.0	0	-2	i	1	0.1	-4	-0.8	-8	-5
C=CCSc1ncccc1C(=O)NCCc1ccc(Cl)cc1	-1.0	3	-6	i	-5	-0.4	-1	0.3	-12	-2
Clc1ccc(OCCN2CCOCC2)cc1	-0.1	1	-7	i	1	-1.2	0	0.2	-4	5
CCN1C(=O)C(C)S/C1=N\S(=O)(=O)c1ccc(F)cc1 (configuration not stated)	-0.9	4	1	i	0	-0.3	0	-1.9	9	-1
O=c1[nH]c2ccccc2cc1-c1noc(-c2cccnc2)n1	1.2	2	-1	i	-3	0.9	-5	0.2	-8	-9
Cn1ccnc1SCC(=O)c1c(N)n(C)c(=O)n(C)c1=O	-0.1	0	-1	i	-1	-1.2	2	-0.7	-8	6
Cn1cnnc1SCC(=O)Nc1ccc(Br)cc1F	-1.2	5	-1	i	-5	0.8	-5	0.0	-6	0
N/C(=N\NS(=O)(=O)c1ccccc1C(F)(F)F)c1ccccn1	-0.6	1	1	i	2	1.9	-2	-0.7	1	-1
CCc1nnc(NC(=O)c2ccc(-c3cccc(C(F)(F)F)c3)o2)s1	-0.5	6	5	i	-3	2.5	0	0.1	-11	2
CSCc1ccc(C(=O)NCc2ccc(C)cc2)cc1	0.3	12	-7	i	-9	0.0	-1	0.4	-9	-2
O=C(CCc1nc2ccccc2c(=O)[nH]1)OCc1nnc(-c2ccccc2)o1	-1.1	1	4	i	-5	1.9	-3	-1.2	-4	4
CC1(C)N([O-])C(c2ccccc2)=C[N+](=O)C1(C)C	-1.9	2	-2	i	-2	2.7	2	-0.3	-2	-4
CNC(=O)c1c(NC(=O)CCS(=O)(=O)c2ccc(F)cc2)sc(C)c1C	-0.2	-2	2	i	-3	-1.2	-2	-1.2	-1	0
O=C(Nc1cccc(C(F)(F)F)c1)C1(c2ccccc2)CC1	-0.3	2	-2	i	1	-0.7	2	-0.3	-11	-4
CCN1CCN(c2nc(Nc3ccc(C)c(C)c3)nc(N)c2[N+](=O)[O-])CC1	0.7	-2	-3	i	0	2.1	-2	1.3	-2	-4
COc1cc(OC)c(NC(=O)Cn2cccc2)cc1Cl	-0.2	1	-5	i	5	-1.5	0	0.4	-2	-1
CN1CCN(C(=O)C2CCC(=O)N(Cc3cccc(C(F)(F)F)c3)C2)CC1 (configuration not stated)	-0.3	0	-1	i	0	0.0	-1	-2.1	1	3
CCc1cc2c(=O)[nH]c(-c3ccncc3)nc2s1	-0.1	0	-4	i	-1	1.1	-1	-0.3	6	-5
CCOC(=O)/C(C#N)=C\c1ccc2c(c1)OCO2	-0.2	3	0	i	6	-0.2	-4	-1.5	3	-20
COCCOC(=O)C1=C(C)NC2=C(C(=O)CC(C)(C)C2)C1c1cc2c(cc1Br)OCO2 (configuration not stated)	0.5	1	-3	i	2	2.0	1	-1.1	0	-2
Cc1ccc(S(=O)(=O)NCc2nc3ccccc3[nH]2)cc1	0.3	-2	-8	i	0	0.0	2	-1.2	-2	-1
O=[N+]([O-])c1ccc(C[n+]2cc(-c3ccc(Cl)c(Cl)c3)n3c2CCCCC3)cc1	-0.7	-1	-2	i	4	0.1	-2	-0.1	3	-21
Cc1ccc(C2(C)NC(=O)N(CC(=O)N3CCN(S(=O)(=O)c4cccs4)CC3)C2=O)cc1 (configuration not stated)	-0.4	-5	1	i	-4	0.6	0	0.3	-2	4
Cc1cccc(C)c1OCC1CNC(=O)O1 (configuration not stated)	-0.6	2	-5	i	2	1.1	1	-1.9	-5	6
CC(=O)Cn1cnc2scc(-c3ccc(C)c(C)c3)c2c1=O	-1.2	2	-7	i	2	3.3	1	-0.3	8	0
COc1cc2c(cc1OC)C1(NCC2)C(=O)Nc2ccccc21 (configuration not stated)	-0.9	0	0	i	1	0.3	-2	-0.1	-2	-4
Nn1c(SCC(=O)Nc2ccc(F)c(F)c2)nnc1C1CCCCC1	-0.3	-1	-2	i	3	0.0	1	-1.0	0	-4
COC(=O)c1ccc2nc(-c3ccc(OC)c(OC)c3)c(Cc3ccc(OC)cc3C)n2c1	-1.2	-18	10	i	7	-0.4	-1	1.1	.	-15
CC(C)Oc1ccc(C(CCN)C2CCCCC2)cc1 (configuration not stated)	-0.6	3	-1	i	3	-1.5	0	-0.1	-2	-17
CCOC(=O)C1(CCCc2ccccc2)CCN(S(C)(=O)=O)CC1	-0.3	-1	0	i	0	0.2	1	0.2	-9	5
Cc1ccc(N(C(=O)c2ccc(S(=O)(=O)N(C)C)cc2)C2C=CS(=O)(=O)C2)cc1 (configuration not stated)	-0.9	2	2	i	4	1.6	0	-2.5	0	0
CCOc1ccc(C(=S)N2CCOCC2)cc1OC	-0.8	-3	-3	i	1	0.5	8	-2.6	0	-1
O=C(CNC(=O)c1cccc(S(=O)(=O)N2CCc3ccccc32)c1)Nc1ccccc1Br	0.6	-5	-4	i	-2	-1.3	2	1.6	-7	-1
Cc1sc2ncnc(NCCCO)c2c1C	-0.8	1	3	i	0	1.1	-2	-1.4	-10	1
COc1ccc(CNC(=O)COC(=O)c2ccc3ccccc3n2)cc1	-0.2	1	0	i	8	0.3	1	-1.0	-6	-20
CCN(CC)C(=O)C(=O)Nc1cccc(Br)c1	-0.5	0	-3	i	-6	-0.5	0	-1.6	-3	-6
COc1cccc(CCNC(=O)CC2C(=O)NCCN2CC(C)(C)C)c1 (configuration not stated)	0.5	-7	-9	i	-3	-0.3	0	-1.6	-9	0
CCC(=O)NCCCc1nc2ccccc2n1Cc1ccccc1F	-0.2	7	0	i	-3	2.0	1	1.3	-1	0
Cc1cc(C)nc(/N=C(\N)N(Cc2ccccc2)Cc2ccccc2)n1	0.6	1	-20	i	-7	0.4	4	-0.6	1	2
CCN1CCN(S(=O)(=O)c2ccc3ccccc3c2)CC1	-0.2	1	-4	i	-5	.	-3	-1.1	-3	3
Cc1ccc(NC(=O)COC(=O)Cn2cnc3c2c(=O)n(C)c(=O)n3C)cc1	-0.2	1	1	i	0	-0.2	3	-0.4	-10	2
COc1ccc(N(C(=O)CCl)C(C(=O)NCCc2ccccc2)c2cccs2)cc1Cl (configuration not stated)	-1.1	27	0	i	4	1.6	-1	0.3	-10	0
O=C(O)C1CCCCC1C(=O)Nc1cccc(Cl)c1Cl (configuration not stated)	-0.1	2	-2	i	0	-0.7	-1	-2.7	-2	13
Clc1ccc(-c2ccc(SCc3ccccn3)nn2)cc1	0.3	2	-8	i	-3	-0.2	-1	0.3	-2	2
COc1ccc(CNC(=O)CCNS(=O)(=O)c2cccc3nsnc23)cc1	0.3	2	-5	i	-1	-0.8	-1	-0.2	-3	-27
O=C(Oc1ccc(C(=S)N2CCOCC2)cc1)c1ccccc1	-0.6	3	-2	i	-4	-0.3	1	0.2	8	0
Cc1ccc(/C=N/NC(=O)c2nnn(-c3nonc3N)c2CNc2ccccc2)cc1	0.2	13	12	i	4	0.2	-1	3.2	-4	2
